# RAD52 anneal inh: RAD52 DNA annealing inhibitors, primary screen, biochemical, FRET, single point, set 2. DNA repair protein RAD52 homolog (Homo sapiens), P43351. recombinant RAD52 DNA annealing, FRET fluorescence. inhibition, % at 18.7 µM. 360,000 tested, 0.46% active;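 active means every replicate showing at least 50% inhibition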
# esBAF inh: Bmi1 luciferase reporter increase in mESCs, primary screen, esBAF inhibitor project, mouse ES cells, Bmi1 luciferase knock-in, single point | 24 h; 100% = twice the neutral-well signal | reporter increase, % at 12.5 µM | 350,000 tested, 2% active; in the data active means activation above about 40%;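 further: 0% = median of the plate's neutral control wells and 100% = double that signal; a rise in the Bmi1 reporter signal indicates esBAF inhibition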
# S100A4 MyoIIA: inhibitors of S100A4-myosin IIA peptide binding, primary screen, biochemical, fluorescence polarization, TAMRA-MyoIIA peptide; Protein S100-A4 (Homo sapiens), P26447; inhibition, % at 10.7 µM; 360,000 tested, 0.14% active; AID 652163, 2013;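 active means mean inhibition of at least 70% across replicates, with every replicate also reaching that level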
# Target sequence (P26447 whole entry, looked up): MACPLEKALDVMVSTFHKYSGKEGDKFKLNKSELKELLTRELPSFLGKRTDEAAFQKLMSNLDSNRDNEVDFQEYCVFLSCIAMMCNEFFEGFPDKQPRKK
#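 Compound dosing: one dose per compound; test system: human S100A4 monomer with TAMRA-labelled myosin IIA peptide; probe or stimulus: TAMRA-labelled myosin IIA heavy-chain peptide probe, 5 nM; medium: HEPES buffer with Ca2+, pH 7.2; schedule: 5 min incubation before reading; benchmarks: neutral control DMSO, positive control TFP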
# FN deposition inh: inhibitors of fibronectin matrix deposition, primary screen, AH1F cells, Alexa488-fibronectin fluorescence, plate reader. AH1F fibroblasts, overnight. inhibition, % at 12.6 µM. AID 743247, 2014. 350,000 tested, 0.086% active;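 active means mean inhibition across replicates of 30% or more, regardless of how many single replicates reach that level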;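 further: positive control wells lacked labelled fibronectin entirely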
#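 Assay system: AH1F fibroblasts / Quantity: 10000 cells per well / Medium: DMEM plus 2% serum, read in PBS / Reagent: labelled fibronectin 24 nM / Dosing: single dose, pinned / Times: 1 h cell attachment, overnight exposure to compound and label / Signal: fluorescence, ex 485 nm, em 525 nm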
# E-selectin induc: E-selectin induction in HUVECs, primary screen, imaging, HUVEC, immunofluorescence imaging, single point; normalized: neutral wells 0, TNF-alpha wells 100; P16581; 260,000 tested, 0.37% active; activation, % at 7.58 µM;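 active means mean E-selectin-positive cell signal at least 10% of the positive control, reached in at least 60% of replicates, without over 20% cell loss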;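 further: in these data hits start at about 27%; measured in HUVEC primary endothelial cells; signal is the percent of cells scored E-selectin positive by PE staining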
#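 assay system = HUVEC, human umbilical vein endothelial cells | input = 3,000 HUVEC seeded per well | medium = EGM-2 growth medium on 0.1% gelatin-coated wells | dosing = one compound dose added by pin transfer | signal = immunofluorescence imaging | read-out basis = % PE-positive cells | control set = TNF-alpha, DMSO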
# Xi reactivation: activators of inactive X chromosome reactivation, primary screen, imaging, XiGFP fibroblasts, GFP high-content imaging, set 2; XiGFP mouse fibroblasts, % GFP-positive cells imaging, 3 d; cells co-treated with 5-aza-dC sensitizer; scaled so ellipticine positive control = 100%; activation, % at 7.58 µM; 360,000 tested, 0.055% active; AID 743238, 2013;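 active means mean normalized replicate activation at least 10% and every replicate at or above 10%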;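 further: 0% = median of on-plate neutral control wells and 100% = ellipticine 6 µM median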
#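 assay system = SV40-immortalized XiGFP fibroblast cells, line 68-5-11 | buffer or medium = DMEM plus 5-aza-dC sensitizer | doses = single-point pinned compound dosing | times = 3-day compound exposure, then 15 min fixation at room temperature | benchmarks = positive control ellipticine, 6 µM final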
# RAD54 branch: inhibitors of human RAD54 branch migration, primary screen, biochemical, fluorescence, single point; DNA repair and recombination protein RAD54-like (Homo sapiens), Q92698; RAD54 Holliday junction branch migration, FAM/BHQ fluorescence; inhibition, % at 10.4 µM; 360,000 tested, 0.14% active; AID 602329, 2012;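 active means mean normalized replicate activity at least 40 and at least half of replicates scoring 40 or more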;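 further: 0% = median of neutral control wells and 100% = median of positive control wells; inhibitors cause a drop in the FAM fluorescence signal; in these data hits start at about 50%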
# Target sequence (Q92698 whole entry, looked up): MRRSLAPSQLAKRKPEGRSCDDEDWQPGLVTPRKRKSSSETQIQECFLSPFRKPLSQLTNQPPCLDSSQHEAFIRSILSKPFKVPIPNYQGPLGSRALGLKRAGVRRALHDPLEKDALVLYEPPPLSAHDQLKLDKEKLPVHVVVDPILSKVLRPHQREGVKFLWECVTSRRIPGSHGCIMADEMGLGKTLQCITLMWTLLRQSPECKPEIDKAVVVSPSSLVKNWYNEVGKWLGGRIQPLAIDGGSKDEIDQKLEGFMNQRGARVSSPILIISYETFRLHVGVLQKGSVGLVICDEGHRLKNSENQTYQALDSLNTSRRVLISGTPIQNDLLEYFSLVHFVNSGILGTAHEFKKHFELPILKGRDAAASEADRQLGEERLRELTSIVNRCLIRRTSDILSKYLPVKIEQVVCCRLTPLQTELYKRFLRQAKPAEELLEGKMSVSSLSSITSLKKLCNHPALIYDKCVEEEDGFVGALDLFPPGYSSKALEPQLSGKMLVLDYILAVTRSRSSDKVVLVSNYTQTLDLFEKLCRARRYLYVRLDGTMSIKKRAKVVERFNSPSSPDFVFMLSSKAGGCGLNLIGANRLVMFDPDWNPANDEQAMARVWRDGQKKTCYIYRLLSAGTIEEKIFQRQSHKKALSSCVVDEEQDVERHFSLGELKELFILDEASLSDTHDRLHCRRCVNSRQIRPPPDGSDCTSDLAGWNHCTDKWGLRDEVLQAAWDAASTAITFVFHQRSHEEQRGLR
# EWS-Fli inh: EWS/Fli-driven NR0B1 reporter inhibitors, primary screen, A673 cells, NR0B1 luciferase, luminescence, MLPCN library | viability-normalised | inhibition, % at 12.6 µM | 350,000 tested, 0.67% active;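 active means mean inhibition of at least 50% after viability correction, with every replicate also passing that limit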;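 further: firefly luciferase signal divided by Alamar Blue viability fluorescence both relative to DMSO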
# An asterisk follows results filed as active; i = inactive; . = no result given; & = joins results of further samples.
1	CC(C(=O)OCC(=O)c1cccc([N+](=O)[O-])c1)N1C(=O)C2C3CCC(C3)C2C1=O (stereo unspecified)
2	CO[C@H]1CN(C)C(=O)c2cc(NC(=O)C3CCOCC3)ccc2OC[C@H](C)N(C)C[C@H]1C
3	O=C(COC(=O)c1ccc(Cl)c(S(=O)(=O)NCc2ccccc2)c1)NCC1CCCO1 (stereo unspecified)
4	C[C@@H]1CN([C@H](C)CO)S(=O)(=O)c2ccc(C#Cc3cccc(F)c3)cc2O[C@@H]1CN(C)C
5	Cc1cccc(NC(=S)NCc2cccs2)c1
6	Cc1ccc(S(=O)(=O)NC[C@H]2O[C@@H](n3cnc4c(N)ncnc43)[C@H](O)[C@@H]2O)s1
7	N#CCCN(C(=O)COC(=O)C1CCN(S(=O)(=O)c2ccccc2C(F)(F)F)CC1)c1ccccc1
8	N#Cc1ccc(NCC(=O)Nc2ccc3c(c2)OCCO3)cc1

Compound,1,2,3,4,5,6,7,8
RAD52 anneal inh,-10.2,6.0,-13.0,37.2,-12.7,-1.6,3.0,-5.2
esBAF inh,0.0,1.8,-6.0,-5.3,.,-4.9,4.1,0.8
S100A4 MyoIIA,-3.7,7.9,-4.2,-1.3,0.0,2.6,2.6,-4.8
FN deposition inh,2.7,-7.2,-16.9,-0.4,-6.4,-7.9,-9.1,1.3
E-selectin induc,-0.1,-0.1,.,-0.1,.,-0.3,.,.
Xi reactivation,0.1,0.0,0.2,-0.9,0.0,-0.1,-0.4,0.0
RAD54 branch,.,-8.9,-2.6,2.0,.,3.0,-6.5,6.2
EWS-Fli inh,-1.3,-2.3,5.1,8.1,-10.2,-1.6,3.3,-7.5

9	CCCCOc1ccc(Br)cc1CSC(=N)N
10	CC(C)(C)NC(=O)COC(=O)c1cc(Br)ccc1Cl
11	Cc1cccc(S(=O)(=O)Nc2nc3ccccc3nc2Nc2ccc3c(c2)OCO3)c1
12	CC(C)NC(=O)N(C)C[C@H]1Oc2ncc(C3=CCCCC3)cc2C(=O)N([C@H](C)CO)C[C@@H]1C
13	COc1ccccc1[C@@H]1C(c2ccccc2)=NN(c2ccc(Br)cc2)[C@H]1C(=O)N1CCOC1=O
14	C=CCN(C(=O)CNC(=O)c1cccs1)C(C(=O)NC1CCCCC1)c1cccnc1 (stereo unspecified)
15	Cc1cc(C(=O)Nc2cccc3c2O[C@@H](CN(C)C(=O)Nc2ccc(F)cc2)[C@H](C)CN([C@@H](C)CO)C3=O)n(C)n1
16	C[C@@H]1CN([C@H](C)CO)C(=O)c2cccc(NS(=O)(=O)c3cccs3)c2O[C@@H]1CN(C)C(=O)Nc1ccc(C(F)(F)F)cc1

Compound,9,10,11,12,13,14,15,16
RAD52 anneal inh,8.0,-5.1,-75.4,24.8,-7.1,-8.0,10.9,8.6
esBAF inh,.,1.4,-5.6,-10.6,1.1,14.3,0.6,1.4
S100A4 MyoIIA,-1.8,-4.9,1.2,-3.3,8.3,0.3,-17.7,-1.2
FN deposition inh,-12.2,.,1.4,3.6,8.2,6.5,.,.
E-selectin induc,.,.,.,0.0,0.8,.,-15.8,-3.0
Xi reactivation,0.0,0.2,-0.1,-1.0,0.0,0.5,0.0,0.2
RAD54 branch,.,-0.9,-3.9,-2.3,-8.5,2.2,2.3,-14.5
EWS-Fli inh,17.5,5.1,6.2,0.2,6.1,14.3,1.9,5.4

# Full records, quoted from the list:
# CC(C(=O)OCC(=O)c1cccc([N+](=O)[O-])c1)N1C(=O)C2C3CCC(C3)C2C1=O (stereo unspecified) in the list: RAD52 anneal inh = -10.2; esBAF inh = 0.0; S100A4 MyoIIA = -3.7; FN deposition inh = 2.7; E-selectin induc = -0.1; Xi reactivation = 0.1; RAD54 branch = .; EWS-Fli inh = -1.3
# C=CCN(C(=O)CNC(=O)c1cccs1)C(C(=O)NC1CCCCC1)c1cccnc1 (stereo unspecified) in the list: RAD52 anneal inh = -8.0; esBAF inh = 14.3; S100A4 MyoIIA = 0.3; FN deposition inh = 6.5; E-selectin induc = .; Xi reactivation = 0.5; RAD54 branch = 2.2; EWS-Fli inh = 14.3

# Other results follow.
17	CCCCc1cc(=O)oc2c3c(cc(OCC(=O)NCCCO)c12)OC(C)(C)CC3
18	C[C@@H]1CCCCO[C@@H](CN(C)C(=O)Cc2ccccc2)[C@H](C)CN([C@@H](C)CO)C(=O)c2cc(NC(=O)NC3CCCCC3)ccc2O1
19	COc1ccc(-n2c(-c3ccccc3)nnc2-c2ccc(Cl)cc2)cc1
20	COc1ccc(CCN2CC(C(=O)Nc3ccccc3F)CC2=O)cc1OC (stereo unspecified)
21	O=C(C[C@@H]1CC[C@@H](NC(=O)Cc2ccccn2)[C@H](CO)O1)NCCCN1CCOCC1
22	CC(=O)[C@@H]1[C@@H](C)N(Cc2ccccc2)C(=O)N[C@H]1c1ccccc1
23	Cc1ccc(NC(=O)C2(C)CCN2C(=O)Cc2ccccc2Cl)cc1C (stereo unspecified)
24	COc1ccc(-n2c(SCC(=O)Nc3ccccc3OC)nc(O)cc2=O)cc1

Compound,17,18,19,20,21,22,23,24
RAD52 anneal inh,-6.3,.,.,-0.6,-5.4,-12.6,-0.1,-18.9
esBAF inh,2.9,6.6,-2.1,2.5,0.7,8.9,1.8,5.9
S100A4 MyoIIA,-2.2,.,.,0.8,57.8,1.0,-0.7,-4.2
FN deposition inh,-3.8,.,-2.1,-2.8,7.2,1.4,4.2,-3.6
E-selectin induc,.,-0.1,-0.4,-1.3,0.8,-0.2,0.0,3.6
Xi reactivation,0.0,-0.7,.,0.0,-0.4,0.1,-0.1,0.0
RAD54 branch,1.1,-6.4,0.7,-4.0,-6.0,-1.3,5.1,-9.4
EWS-Fli inh,33.0,6.2,.,-4.4,8.6,-4.5,0.7,15.2

25	O=C(N/N=C/c1ccc(-c2ccc([N+](=O)[O-])cc2)o1)[C@H]1C[C@@H]1c1ccccc1
26	CCN(C(=O)COC(=O)c1ccc(S(=O)(=O)N2CCCc3ccccc32)cc1)C1CCS(=O)(=O)C1 (stereo unspecified)
27	CN(CCc1ccccc1)c1ccc([N+](=O)[O-])cn1
28	CCCCCCC(=O)O
29	CC(C)(C)c1cc(NC(=O)Nc2ccc(Cl)cc2Cl)no1
30	COc1ccc(-n2c(=S)[nH]c3cc(C(=O)NCc4ccc(F)cc4)ccc3c2=O)c(OC)c1
31	Cc1ccccc1CCN(C(=O)Cn1nnc2ccccc21)C(C(=O)NC(C)(C)C)c1ccsc1 (stereo unspecified)
32	CO[C@H]1CN(C)C(=O)c2ccc(NC(C)=O)cc2OC[C@@H](C)N(C(=O)Cc2cccnc2)C[C@@H]1C

Compound,25,26,27,28,29,30,31,32
RAD52 anneal inh,i,-7.0,-13.9,-6.2,-6.3,-7.0,9.0&-7.6,12.7
esBAF inh,.,.,-4.6,-5.7,.,2.4,-0.7,-2.3
S100A4 MyoIIA,-1.4,-10.4,-5.7,-10.8,1.3,1.9,-3.3&6.6,-3.3
FN deposition inh,8.3,4.0,-9.4,.,9.0,5.7,.,-1.2
E-selectin induc,.,.,.,.,0.3,1.0,.,0.1
Xi reactivation,0.1,0.2,0.3,.,-0.1,0.0,.,-0.3
RAD54 branch,.,.,-4.3,-7.6,3.1,-6.0,14.7,1.2
EWS-Fli inh,-28.9,4.5,3.7,-5.4,-29.3,-3.3,10.4,7.2

33	C=CCC[C@@H](Cc1ccc(F)cc1)C(=O)OC[C@H](Cc1c[nH]c2ccccc12)NC(=O)[C@@H](CC=C)CC(=O)N[C@H](CO)Cc1ccccc1
34	O=C(Nc1ccc(Br)cc1)c1ccc(-n2cnnn2)cc1
35	O=C(Nc1ccc2c(c1)CCCN2C(=O)c1ccccc1)c1ccccc1
36	Nc1ncnc(Nc2ccccc2Oc2ccccc2)n1
37	C[C@H](CO)N1C[C@H](C)[C@H](CN(C)C(=O)c2ccc(F)cc2)Oc2ncc(-c3ccncc3)cc2C1=O
38	O=C(CNC(=O)c1ccncc1)N/N=C/c1ccccc1[N+](=O)[O-]
39	COCCCn1cc(CN2CC(N3CCCC3)CS2(=O)=O)nn1 (stereo unspecified)
40	COc1ccc(S(=O)(=O)N2CCOCC2)cc1NC(=O)CN1CCC(Cc2ccccc2)CC1

Compound,33,34,35,36,37,38,39,40
RAD52 anneal inh,-12.9,9.0,-14.5,-5.3,16.3,-4.6,-11.8,4.3
esBAF inh,6.4,6.5,46.1*,4.7,-1.3,.,.,.
S100A4 MyoIIA,1.4,0.4,1.1,-1.1,4.3,3.0,0.8,-3.8
FN deposition inh,9.2,2.6,-5.9,-0.7,-3.0,-5.7,-4.4,0.8
E-selectin induc,-0.1,-13.1,.,0.1,-0.9,-0.1,0.8,-0.1
Xi reactivation,0.0,0.0,0.3,0.3,-0.3,0.1,0.3,0.1
RAD54 branch,-0.8,-4.0,-11.4,1.1,9.4,.,.,-10.6
EWS-Fli inh,3.6,0.6,-71.3,5.3,-11.7,-5.1,-6.1,5.4

41	O=S(=O)(Nc1ccc2c(c1)OCCO2)c1cccc(F)c1
42	COc1ccc(-c2ccc([C@@H]3[C@H](C#N)N(C(=O)C4CCCC4)[C@H]3CO)cc2)cc1
43	CCOC(=O)[C@@H]1[C@H]2COc3cc(OC)ccc3[C@@H]2N2C(=O)N(c3ccc(OC)cc3)C(=O)[C@@]12C
44	CNC[C@H]1OCCCC[C@@H](C)Oc2ccc(NS(=O)(=O)c3ccccc3)cc2C(=O)N([C@@H](C)CO)C[C@@H]1C
45	C#CCN(C[C@H]1[C@H](OC(=O)NCCCCCC)[C@H](OC(=O)NCCCCCC)CN(C(=O)OC(C)C)N1C(=O)OC(C)C)S(=O)(=O)c1ccc(C)cc1
46	C[C@@H]1CN([C@H](C)CO)C(=O)Cc2cc(NC(=O)c3ccncc3)ccc2O[C@@H]1CN(C)Cc1ccc(C(F)(F)F)cc1

Compound,41,42,43,44,45,46
RAD52 anneal inh,5.0,-22.6,-18.1,-127.8,0.5,-3.0
esBAF inh,-12.3,1.4,-6.4,0.2,.,-5.5
S100A4 MyoIIA,-0.6,-4.9,-1.8,0.9,3.6,-14.8
FN deposition inh,-3.2,3.7,17.3,.,8.5,5.3
E-selectin induc,.,0.2,-0.2,0.0,-6.7,0.2
Xi reactivation,0.0,0.0,0.0,-1.1,0.2,-1.2
RAD54 branch,-4.3,6.2,10.5,-4.7,.,2.4
EWS-Fli inh,4.6,3.3,-5.4,2.1,14.2,-3.7

# Bioassay records (PubChem BioAssay)
